PHOSPHO1 inh – PHOSPHO1 (human) inhibition. Q8TCT1. 290,000 tested, 1.1% active. inhibition, % at 13.3 µM. recombinant PHOSPHO1, absorbance phosphatase assay; in the data active means inhibition above about 60%
Target sequence (Q8TCT1 whole entry, looked up): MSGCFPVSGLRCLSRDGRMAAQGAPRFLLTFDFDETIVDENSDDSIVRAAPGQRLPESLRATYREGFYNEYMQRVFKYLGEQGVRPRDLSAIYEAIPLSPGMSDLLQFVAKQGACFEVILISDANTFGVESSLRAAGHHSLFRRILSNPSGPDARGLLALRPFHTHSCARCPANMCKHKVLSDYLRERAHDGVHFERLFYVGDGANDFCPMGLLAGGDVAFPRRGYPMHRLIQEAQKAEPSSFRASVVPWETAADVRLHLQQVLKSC
V1aR counter – counter-screen for oxytocin receptor agonists: human V1a receptor agonists; CHO-V1R cells, Fluo-8 calcium fluorescence, agonist mode; 0% DMSO, 100% 3 nM vasopressin; 320,000 tested, 0.25% active; activation, % at 3 µM; AID 2797; P37288;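 active means activation above the mean activation of all tested compounds plus 3 SD, per screening run, cut at about 20% in these data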;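 further: signal is peak over basal fluorescence ratio across a 100 second FLIPR read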
Target sequence (P37288 whole entry, looked up): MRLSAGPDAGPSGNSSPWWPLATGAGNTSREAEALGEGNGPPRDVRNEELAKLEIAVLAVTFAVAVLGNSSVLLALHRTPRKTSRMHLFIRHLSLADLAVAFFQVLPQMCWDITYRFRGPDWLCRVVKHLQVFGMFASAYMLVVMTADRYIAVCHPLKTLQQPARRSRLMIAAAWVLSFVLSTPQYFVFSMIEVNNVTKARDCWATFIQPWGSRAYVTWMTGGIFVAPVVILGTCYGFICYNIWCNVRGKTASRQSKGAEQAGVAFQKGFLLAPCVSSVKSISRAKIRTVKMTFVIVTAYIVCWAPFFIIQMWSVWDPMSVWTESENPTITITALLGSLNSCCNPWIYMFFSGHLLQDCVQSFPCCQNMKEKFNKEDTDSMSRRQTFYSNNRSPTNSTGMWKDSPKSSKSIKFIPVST
MEKK2wt PB1 HTS – raises or lowers MEK5 binding to wildtype human MEKK2 PB1 domain | Q9Y2U5 | bead flow cytometry, Alexa488-MEK5 binding to MEKK2 WT; actives lie on both sides | binding response (% of control), % at 10 µM | 290,000 tested, 1.1% active; in the data active means binding response below about 67% or above about 130%
OXTR ag – agonists of human oxytocin receptor | P30559 | CHO-OTR cells, Fluo-8 calcium fluorescence; normalized: DMSO 0%, oxytocin 100% | activation, % at 3 µM | 320,000 tested, 0.32% active | AID 2435;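 active means activation above the mean of all tested compounds plus 3 SD, cutoff set per screening run, cut at about 20% in these data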;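 further: peak over basal fluorescence ratio from a 100 s FLIPR kinetic read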
GalR3 antagonist – antagonists of human GalR3. O60755. HEK293 GalR3-CNG cAMP membrane potential fluorescence; galR3 body fused to GalR1 C-terminus. inhibition, % at 3 µM. 360,000 tested, 0.44% active. AID 651719;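 active means inhibition above the screen-wide average plus 3 SD, cut at about 13% in these data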;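 further: forskolin and galanin both at EC90 stimulate the cells; cAMP rise reported by CNG channel membrane potential dye signal; 0% = forskolin plus galanin with DMSO and 100% = forskolin alone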
NALP1 inh – inhibitors of NALP1 inflammasome in yeast | S. cerevisiae NALP1/ASC/caspase-1 growth, X-gal OD620, 72 h | inhibition, % at 10 µM | 280,000 tested, 0.61% active | AID 2071; in the data active means inhibition mostly above about 24%, no sharp cut-off; inactive means mostly below about 32%; further: some compounds called inactive have numbers as strong as hits
GPR7 antag – blocks human GPR7 receptor signaling | inhibition, % at 4.4 µM | GPR7-expressing cells, fluorescence antagonist assay | 290,000 tested, 1.1% active; in the data active means inhibition above about 16%, passing the limit was not always enough;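 further: cells stimulated with the agonist NPW; 0% = agonist with vehicle and 100% = vehicle without agonist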
MEKK2 mut-MEK5 – signal of MEK5 binding to mutant human MEKK2 PB1 domain | bead flow cytometry, Alexa488-MEK5 binding to MEKK2 mutant | percent response, % at 10 µM | 290,000 tested, 0.35% active; in the data active means percent response above about 24%, passing the limit was not always enough; further: inactives centre near 1; some results filed as inactive read as strong as hits; reference of the scale not given here
MEKK3 PB1 HTS – raises or lowers MEK5 binding to the human MEKK3 PB1 domain; Q99759; bead-based flow cytometry, Alexa488-MEK5 binding to MEKK3; actives lie on both sides; 0 = blocked by unlabeled MEK5, 100 = vehicle; binding response (% of control), % at 10 µM; 290,000 tested, 1.4% active; AID 1529;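 active means binding response more than 3 SD above or below the average of its plate-row segment, actives on both sides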;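 further: Alexa488 bead fluorescence after subtracting the streptavidin-only scavenger bead signal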
* marks the source's active call; other numbers are inactive results; x = no result given.

1. C/C(=N\NC(N)=O)c1ccc(-n2ccnc2)cc1
2. O=C(c1ccccc1)c1ccc(Sc2ccc([N+](=O)[O-])cc2)cc1
3. COc1c(Cl)cnn(-c2ccc(Cl)c(Cl)c2)c1=O
4. CCCc1nnc(NC(=O)C(=O)NCCN(CC)CC)s1
5. C=CCc1cc(C)ccc1OCC(O)CN1CCN(c2ccccc2)CC1 (configuration not stated)

| Assay by compound | 1 | 2 | 3 | 4 | 5 |
| --- | --- | --- | --- | --- | --- |
| PHOSPHO1 inh | 40 | 25 | 20 | -8 | 18 |
| V1aR counter | -0.1 | 0.7 | -1.2 | x | -0.3 |
| MEKK2wt PB1 HTS | 104 | 66 | 96 | 89 | 101 |
| OXTR ag | 0.6 | -0.6 | -2.4 | x | -2.1 |
| GalR3 antagonist | 11 | 0 | -6 | -2 | -11 |
| NALP1 inh | -4 | 19 | 37* | 25 | 14 |
| GPR7 antag | -11 | 22* | -5 | 8 | -7 |
| MEKK2 mut-MEK5 | 0 | -23 | -4 | -15 | -6 |
| MEKK3 PB1 HTS | 103 | 72 | 100 | 91 | 83 |

6. CSc1nc(C)cc(OCNC(=O)c2cccs2)n1
7. COCCn1c(SCC(=O)Nc2ncc(C)s2)nc2sc3c(c2c1=O)CCC3
8. C/C(=N\NC(=O)CSc1nc2ccccc2s1)c1cccnc1
9. COc1ccc(-c2cc(C)no2)cc1S(=O)(=O)NCc1ccc(OC(C)C)cc1
10. CCC(=O)NCCn1ccc2ccccc21

| Assay by compound | 6 | 7 | 8 | 9 | 10 |
| --- | --- | --- | --- | --- | --- |
| PHOSPHO1 inh | 29 | -12 | 8 | 38 | -10 |
| V1aR counter | 0.9 | x | 3.5 | 0.6 | 0.6 |
| MEKK2wt PB1 HTS | x | 100 | 101 | 94 | 112 |
| OXTR ag | -0.5 | x | 2.4 | 0.2 | 0.7 |
| GalR3 antagonist | -5 | x | -6 | 1 | x |
| NALP1 inh | -2 | 9 | 10 | 15 | 35 |
| GPR7 antag | -3 | 4 | -2 | -6 | -2 |
| MEKK2 mut-MEK5 | x | -1 | 8 | -1 | 5 |
| MEKK3 PB1 HTS | x | 99 | 102 | 95 | 106 |

11. Cc1ccc(S(=O)(=O)N(CC(=O)NCCSC2CCCCC2)c2ccccc2F)cc1
12. Cc1ccccc1Nc1ccc(S(=O)(=O)N2CCOCC2)cc1[N+](=O)[O-]
13. COc1cc(CNCc2ccccc2)c(Br)cc1OC1CCCC1
14. CCc1cc2c(=O)n(-c3ccc(Br)cc3)cnc2s1
15. COc1ccc(CCNC(=O)C(=O)NCC2OCCN2S(=O)(=O)c2ccc(C)cc2)cc1 (configuration not stated)

| Assay by compound | 11 | 12 | 13 | 14 | 15 |
| --- | --- | --- | --- | --- | --- |
| PHOSPHO1 inh | -27 | -10 | -49 | 25 | 20 |
| V1aR counter | -0.3 | -1.4 | 1.8 | 0.5 | 3.9 |
| MEKK2wt PB1 HTS | 103 | 99 | 118 | 111 | 95 |
| OXTR ag | -0.3 | -2.5 | 2.6 | -0.6 | 4.4 |
| GalR3 antagonist | -4 | 11 | -6 | -3 | x |
| NALP1 inh | 8 | 39 | 24 | 5 | -1 |
| GPR7 antag | -8 | 12 | -2 | -16 | -5 |
| MEKK2 mut-MEK5 | 0 | -1 | 5 | 4 | 0 |
| MEKK3 PB1 HTS | 99 | 100 | 101 | 105 | 96 |

16. Cc1cc(C)cc(C(=O)NCC(=O)OCC(=O)N(C)c2ccccc2)c1
17. CCc1ccc(NC(=O)C2CCN(S(=O)(=O)c3ccc4[nH]c(=O)ccc4c3)CC2)cc1
18. Cc1c(Cl)cccc1NC(=O)CC1NCCNC1=O (configuration not stated)
19. CC(C)OC(=O)/C(=C\c1ccc2c(c1)c1ccccc1n2C)NC(=O)c1ccccc1
20. C=CCOc1c(CNc2ccc3[nH]c(=O)[nH]c3c2)cccc1OC

| Assay by compound | 16 | 17 | 18 | 19 | 20 |
| --- | --- | --- | --- | --- | --- |
| PHOSPHO1 inh | 20 | 28 | -36 | 28 | 8 |
| V1aR counter | 0.7 | 0.6 | -0.4 | 0.7 | 0.7 |
| MEKK2wt PB1 HTS | 99 | 101 | 93 | 85 | 99 |
| OXTR ag | -0.4 | 0.1 | -0.4 | -0.6 | 0.6 |
| GalR3 antagonist | -1 | -1 | 1 | -3 | 0 |
| NALP1 inh | 6 | 23 | -4 | 5 | 7 |
| GPR7 antag | -9 | -13 | 0 | -7 | -1 |
| MEKK2 mut-MEK5 | -1 | 1 | -2 | -5 | 0 |
| MEKK3 PB1 HTS | 102 | 101 | 91 | 90 | 101 |

21. COc1ccc(Cl)cc1NC(=O)C1CCN(S(C)(=O)=O)CC1
22. CN(C(=O)c1ccc(S(=O)(=O)N(C)C)cc1)c1ccc2ccccc2c1
23. COc1ccc(N=Nc2ccc(O)c3ncccc23)cc1
24. C=C(C)Cn1c(SCC(=O)O)nnc1-c1ccccc1
25. Cc1cccc(NC(=S)Nc2ccccn2)c1
26. O=C(CSc1nc2ccccc2n1CCc1ccccc1)c1ccc(O)c(O)c1
27. COc1cccc(NC(=O)CCSc2nnc3scc(-c4ccccc4)n23)c1
28. COc1ccc(NC(C(=O)Nc2cccc(C(C)=O)c2)c2ccccc2)cc1 (configuration not stated)

| Assay by compound | 21 | 22 | 23 | 24 | 25 | 26 | 27 | 28 |
| --- | --- | --- | --- | --- | --- | --- | --- | --- |
| PHOSPHO1 inh | -2 | 12 | 25 | 33 | -17 | -54 | -27 | -24 |
| V1aR counter | 2.1 | 5.3 | -0.1 | 0.8 | 0.3 | x | -0.8 | 2.0 |
| MEKK2wt PB1 HTS | 103 | 99 | 77 | 94 | 98 | 93 | 97 | 105 |
| OXTR ag | 0.9 | 4.5 | 1.4 | 0.9 | -2.3 | x | -2.3 | -0.5 |
| GalR3 antagonist | -2 | -6 | -4 | 4 | -4 | -6 | 0 | -9 |
| NALP1 inh | 4 | 4 | x | 7 | 1 | -14 | 27 | 36 |
| GPR7 antag | 6 | 3 | -7 | 9 | -11 | 6 | -1 | 13 |
| MEKK2 mut-MEK5 | 1 | 0 | -22 | -3 | 0 | -11 | -1 | -1 |
| MEKK3 PB1 HTS | 101 | 104 | 83 | 97 | 101 | 97 | 100 | 102 |

Shown with values under each structure: part of the list above
The line under a structure holds: PHOSPHO1 inh | V1aR counter | MEKK2wt PB1 HTS | OXTR ag | GalR3 antagonist | NALP1 inh | GPR7 antag | MEKK2 mut-MEK5 | MEKK3 PB1 HTS
16: Cc1cc(C)cc(C(=O)NCC(=O)OCC(=O)N(C)c2ccccc2)c1
 : 20 | 0.7 | 99 | -0.4 | -1 | 6 | -9 | -1 | 102
17: CCc1ccc(NC(=O)C2CCN(S(=O)(=O)c3ccc4[nH]c(=O)ccc4c3)CC2)cc1
 : 28 | 0.6 | 101 | 0.1 | -1 | 23 | -13 | 1 | 101
18: Cc1c(Cl)cccc1NC(=O)CC1NCCNC1=O (configuration not stated)
 : -36 | -0.4 | 93 | -0.4 | 1 | -4 | 0 | -2 | 91
19: CC(C)OC(=O)/C(=C\c1ccc2c(c1)c1ccccc1n2C)NC(=O)c1ccccc1
 : 28 | 0.7 | 85 | -0.6 | -3 | 5 | -7 | -5 | 90
20: C=CCOc1c(CNc2ccc3[nH]c(=O)[nH]c3c2)cccc1OC
 : 8 | 0.7 | 99 | 0.6 | 0 | 7 | -1 | 0 | 101
21: COc1ccc(Cl)cc1NC(=O)C1CCN(S(C)(=O)=O)CC1
 : -2 | 2.1 | 103 | 0.9 | -2 | 4 | 6 | 1 | 101
22: CN(C(=O)c1ccc(S(=O)(=O)N(C)C)cc1)c1ccc2ccccc2c1
 : 12 | 5.3 | 99 | 4.5 | -6 | 4 | 3 | 0 | 104
23: COc1ccc(N=Nc2ccc(O)c3ncccc23)cc1
 : 25 | -0.1 | 77 | 1.4 | -4 | x | -7 | -22 | 83
24: C=C(C)Cn1c(SCC(=O)O)nnc1-c1ccccc1
 : 33 | 0.8 | 94 | 0.9 | 4 | 7 | 9 | -3 | 97
25: Cc1cccc(NC(=S)Nc2ccccn2)c1
 : -17 | 0.3 | 98 | -2.3 | -4 | 1 | -11 | 0 | 101
26: O=C(CSc1nc2ccccc2n1CCc1ccccc1)c1ccc(O)c(O)c1
 : -54 | x | 93 | x | -6 | -14 | 6 | -11 | 97
27: COc1cccc(NC(=O)CCSc2nnc3scc(-c4ccccc4)n23)c1
 : -27 | -0.8 | 97 | -2.3 | 0 | 27 | -1 | -1 | 100

Screening data from PubChem.
